Screening data from PubChem BioAssay.
KLK7 zymogen act = proKLK7 (human) activation, primary screen | P49862 | purified proKLK7, EDANS-DABCYL substrate fluorescence; 100% is mature enzyme control, 0% vehicle | activation, % at 7 µM | 370,000 compounds, 0.9% hits | AID 652039;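 active = activation above the mean of all tested compounds plus 3 SD, computed per campaign excluding outliers beyond control limits, cut at about 13% in these data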
PRMT1 FP inh = blocks human protein arginine methyltransferase 1; Q99873; AID 652257; inhibition, % at 2.79 µM; 370,000 compounds, 1.3% hits; recombinant PRMT1, activity-based probe fluorescence polarization;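 active = inhibition above about 21% made by adding two undisclosed values, limit read from the data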
MBD2 DNA inh = MBD2-methylated oligo binding inhibition; Q9UBB5; TR-FRET, MBD2 binding to methylated oligonucleotide; inhibition, % at 4.4 µM; 370,000 compounds, 0.31% hits; AID 686964; in the data active = inhibition above about 13%
TDP2 inh = TDP2 (human) inhibition, absorbance primary screen | recombinant TDP2, T5PNP hydrolysis, p-nitrophenol absorbance 415 nm | 370,000 compounds, 0.34% hits | inhibition, % at 12.8 µM | O95551;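 active = inhibition above the mean of all tested compounds plus 3 SD, set per campaign, cut at about 25% in these data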;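 also: 0% = DMSO with enzyme and 100% = buffer with substrate but no TDP2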
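Test system: Human TDP2 enzyme | Reagent: 5 mM T5PNP | Compound dosing: 12.8 µM single point, 1% DMSO | Incubation: Enzyme reaction with compound for 2 h at 37 °C | Technique: p-Nitrophenol epi absorbance | Read-out: % inhibition relative to enzyme-containing and enzyme-free wells | Benchmarks: High control without enzyme, low control DMSO plus TDP2 | Replicates: Singlicate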
LEDGF integ inh = blocks HIV-1 LEDGF/p75-dependent DNA integration; inhibition, % at 3.7 µM; 370,000 compounds, 0.64% hits; TR-FRET IN-LEDGF/p75 DNA integration, Eu/Cy5;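 active = inhibition above the screen-wide mean plus 3 SD, cut at about 13% in these data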;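 also: signal is the Cy5 over europium emission ratio at 671 and 618 nm; 0% = plate median of compound wells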
DDE Tn7 FP inh = DD(E)-Tn7 binding inhibition, primary FP screen. P02675. FP displacement of FITC-Tn7 peptide from fibrin DD(E); 0% = median of compound wells per plate. inhibition, % at 8.3 µM. 370,000 compounds, 0.13% hits;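 active = inhibition above the mean of compounds falling within the control limits plus 3 SD of them, cut at about 14% in these data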;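 also: 0% = plate median of compound wells and 100% = 10 µM Aha-Tn7 peptide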
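Assay system: Human clot-derived fibrin DD(E) complex | Buffer or medium: Tris/NaCl/CaCl2 buffer, pH 7.8 | Repeats: One replicate per compound | Benchmarks: Aha-Tn7 high control | Measure: % inhibition scaled between sample-field median and high-control FP | Schedule: 10 min plus 3 h, room temperature | Signal: Fluorescence polarization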
UHRF1 MBD2 ctr = blocks human UHRF1 binding to methylated DNA | Q96T88 | UHRF1 binding to methylated oligo, TR-FRET | inhibition, % at 4.4 µM | 370,000 compounds, 0.75% hits; in the data active = inhibition above about 21%;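 also: UHRF1 SRA domain binding a hemimethylated CpG hairpin DNA probe; 0% = median of test compound wells and 100% = reference inhibitor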
DDE Tn6 FP inh = inhibitors of Tn6 peptide binding to human fibrin DD(E); P02675; Fibrin DD(E) TRITC-Tn6 fluorescence polarization displacement; 370,000 compounds, 0.21% hits; inhibition, % at 8.3 µM;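 active = inhibition above a per-campaign cutoff: mean of compounds within control limits plus 3 SD, cut at about 15% in these data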;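 also: 0% = median of all compound wells on the plate and 100% = blocking peptide control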
TCR CD3 inh = blocks the human TCR-CD3 interaction. TAMRA-labeled TCR probe fluorescence, biochemical. inhibition, % at 9.4 µM. 360,000 compounds, 0.37% hits. AID 651800; in the data active = inhibition above about 19%;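 also: recombinant mutant TCR 2C K166C tagged with TAMRA read by polarization; 0% = receptor in buffer alone and 100% = receptor with positive control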
SIAE primary = blocks human sialic acid acetylesterase; Q9HAT2; SIAE FP-Rh probe binding, fluorescence polarization; inhibition, % at 9.66 µM; 370,000 compounds, 0.69% hits;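 active = inhibition above a cutoff: mean of compounds within the control limits plus 3 SD of those, cut at about 17% in these data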;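 also: 0% = plate median of compound wells and 100% = probe without SIAE protein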
Target sequence (Q9HAT2 whole entry, looked up): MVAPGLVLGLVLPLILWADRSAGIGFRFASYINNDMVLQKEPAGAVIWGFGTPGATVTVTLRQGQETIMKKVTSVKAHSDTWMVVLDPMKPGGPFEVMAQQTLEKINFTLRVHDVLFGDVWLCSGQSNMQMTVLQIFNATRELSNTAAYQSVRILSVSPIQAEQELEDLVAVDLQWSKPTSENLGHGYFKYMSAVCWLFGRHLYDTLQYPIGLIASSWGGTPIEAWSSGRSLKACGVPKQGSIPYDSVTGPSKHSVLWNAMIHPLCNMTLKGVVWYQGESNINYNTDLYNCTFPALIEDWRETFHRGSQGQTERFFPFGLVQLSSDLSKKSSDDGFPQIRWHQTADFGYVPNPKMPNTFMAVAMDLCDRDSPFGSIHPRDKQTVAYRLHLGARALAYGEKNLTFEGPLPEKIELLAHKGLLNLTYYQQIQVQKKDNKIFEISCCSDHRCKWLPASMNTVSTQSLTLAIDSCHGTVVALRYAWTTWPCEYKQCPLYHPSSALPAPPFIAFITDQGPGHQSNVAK
Active calls of the source: *; . = no result given.

SMILES	KLK7 zymogen act	PRMT1 FP inh	MBD2 DNA inh	TDP2 inh	LEDGF integ inh	DDE Tn7 FP inh	UHRF1 MBD2 ctr	DDE Tn6 FP inh	TCR CD3 inh	SIAE primary
COc1ccccc1-n1cnnc1SCC(=O)N1CCN(C(=O)c2ccco2)CC1	-0.2	3.7	-0.3	-4.9	2.2	-2.1	2.7	-3.0	-2.4	0.3
COc1ccc(OCC(=O)N(Cc2sccc2C)C2CCS(=O)(=O)C2)cc1 (stereo not drawn)	-0.4	2.6	5.8	7.4	0.5	-6.3	8.0	-5.2	1.2	0.4
S=C1NCCN1CC1CCN(CC2CCCC2)CC1	0.2	-1.4	-1.2	3.3	2.9	2.8	0.9	0.9	10.4	0.8
COc1ccc(/C(O)=C/c2nc3ccc(C(=O)NCCc4cccc(C)c4)cc3[nH]c2=O)cc1OC	0.2	2.4	-8.8	-3.4	3.1	0.6	-8.2	-1.9	-3.3	-18.4
Cc1nc(SCC(=O)N2CCN(c3ccccn3)CC2)c(C#N)c(C)c1C	0.2	4.1	-3.4	9.8	0.3	1.2	2.2	-2.0	-0.1	4.3
CC(=O)N1CCC2(CC1)CC(=O)c1cc(OCC(=O)NCc3ccco3)ccc1O2	27.7*	-1.3	7.7	-2.3	-2.1	4.0	15.4	1.2	3.6	1.2
CCC1CCC(C(=O)NNC(=O)c2cc(-c3ccco3)[nH]n2)CC1 (stereo not drawn)	-1.2	83.0*	7.2	12.4	11.5	-0.4	3.9	-8.3	1.2	-1.8
COc1cccc(N2CCN(CC(=O)NCc3ccccc3C)CC2)c1	-0.6	4.4	2.4	0.1	-3.5	-1.0	-0.1	2.1	.	-4.5
Cc1[nH]c(=O)[nH]c(=O)c1S(=O)(=O)NCCc1ccc(S(N)(=O)=O)cc1	0.2	-2.8	5.4	12.3	-0.1	1.0	21.3*	4.7	2.9	0.5
CCOC(=O)C1(C)CCCCCN1C(=O)c1ccc(Cl)nc1 (stereo not drawn)	-0.6	-10.7	-1.4	-9.1	1.4	-7.2	-2.4	3.4	6.2	-3.4
COc1cccc(-c2c(-c3cc(OC)cc(OC)c3)n(C)c3ccc(-c4ccc(OC)nc4)cc23)c1	-1.3	0.4	1.5	6.2	1.3	-4.2	1.4	0.2	-1.8	0.8
C=CCc1ccc(OCC(O)COc2ccc(CC=C)cc2OC)c(OC)c1	0.5	2.6	-0.9	-5.3	-1.8	1.4	-0.3	-15.3	-10.1	1.6
CCOC(NC(=O)c1ccccc1)C(NC(=O)c1ccccc1)OCC (stereo not drawn)	-0.3	5.0	-3.8	4.6	0.3	-1.8	1.6	2.9	-1.9	2.1
COc1cccc(Nc2nc(N)c([N+](=O)[O-])c(NCc3ccco3)n2)c1	-1.1	0.0	-4.5	8.6	0.0	1.6	-2.1	-8.2	2.0	-6.2
O=C1CN(C(=O)COC(=O)CCS(=O)(=O)c2ccccc2Cl)c2ccccc2N1	0.2	5.3	-1.3	-5.4	1.0	-2.5	-0.9	2.5	11.2	3.6
CN(C)C(=C(C#N)C#N)N1CCN(c2ccc(Cl)cc2)CC1	-0.1	1.9	-1.2	6.5	-2.5	3.6	2.6	2.2	-0.6	-1.7
CCCn1c(=O)c(C(=O)NCc2ccccc2Cl)c(O)c2ccccc21	0.6	1.2	7.2	-5.0	-1.7	3.1	1.3	-2.5	-4.5	0.4
COc1ccc(CCN2C(=O)CCC2(C)C(=O)NC2CCCC2)cc1OC (stereo not drawn)	0.3	2.9	0.8	2.9	-1.4	2.5	6.6	6.8	3.3	0.7
CCN(CC)CCNC(=O)c1ccc(NC(=O)c2cccc(-n3cnnn3)c2)cc1	0.0	-5.7	0.9	3.5	0.5	-2.7	-0.4	3.2	4.9	14.8
CCN(CC)CCn1c2c(c(SCC(=O)Nc3ccc(F)c(F)c3)nc1=O)CCC2	-0.5	0.5	1.0	-1.4	4.7	-3.3	-4.0	3.9	5.8	-8.2

Structural class: the entries above with a cyano group
SMILES	KLK7 zymogen act	PRMT1 FP inh	MBD2 DNA inh	TDP2 inh	LEDGF integ inh	DDE Tn7 FP inh	UHRF1 MBD2 ctr	DDE Tn6 FP inh	TCR CD3 inh	SIAE primary
Cc1nc(SCC(=O)N2CCN(c3ccccn3)CC2)c(C#N)c(C)c1C	0.2	4.1	-3.4	9.8	0.3	1.2	2.2	-2.0	-0.1	4.3
CN(C)C(=C(C#N)C#N)N1CCN(c2ccc(Cl)cc2)CC1	-0.1	1.9	-1.2	6.5	-2.5	3.6	2.6	2.2	-0.6	-1.7

Gathered by group: the entries above containing two or more sulfur atoms (2)
SMILES	KLK7 zymogen act	PRMT1 FP inh	MBD2 DNA inh	TDP2 inh	LEDGF integ inh	DDE Tn7 FP inh	UHRF1 MBD2 ctr	DDE Tn6 FP inh	TCR CD3 inh	SIAE primary
COc1ccc(OCC(=O)N(Cc2sccc2C)C2CCS(=O)(=O)C2)cc1 (stereo not drawn)	-0.4	2.6	5.8	7.4	0.5	-6.3	8.0	-5.2	1.2	0.4
Cc1[nH]c(=O)[nH]c(=O)c1S(=O)(=O)NCCc1ccc(S(N)(=O)=O)cc1	0.2	-2.8	5.4	12.3	-0.1	1.0	21.3*	4.7	2.9	0.5
